LEDGF integ inh = blocks HIV-1 LEDGF/p75-dependent DNA integration; TR-FRET IN-LEDGF/p75 DNA integration, Eu/Cy5; inhibition, % at 3.7 µM; 0.64% of 370,000 active; AID 743269;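 active = inhibition above the screen-wide mean plus 3 SD, cut at about 13% in these data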;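 also: signal is the Cy5 over europium emission ratio at 671 and 618 nm; 0% = plate median of compound wells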
PRMT1 FP inh = inhibitors of human PRMT1; Q99873; inhibition, % at 2.79 µM; 1.3% of 370,000 active; recombinant PRMT1, activity-based probe fluorescence polarization;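 active = inhibition above about 21% made by adding two undisclosed values, limit read from the data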
Target sequence (Q99873 whole entry, looked up): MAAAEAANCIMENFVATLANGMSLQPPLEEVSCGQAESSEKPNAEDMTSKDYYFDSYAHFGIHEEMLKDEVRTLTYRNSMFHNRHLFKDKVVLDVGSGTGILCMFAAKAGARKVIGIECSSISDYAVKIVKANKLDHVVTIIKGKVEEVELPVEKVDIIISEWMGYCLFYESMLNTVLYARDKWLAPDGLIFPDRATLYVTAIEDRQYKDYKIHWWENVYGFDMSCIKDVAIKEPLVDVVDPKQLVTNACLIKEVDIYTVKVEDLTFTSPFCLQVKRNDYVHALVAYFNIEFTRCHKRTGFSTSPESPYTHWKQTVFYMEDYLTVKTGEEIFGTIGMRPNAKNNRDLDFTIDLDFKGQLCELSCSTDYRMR
MBD2 DNA inh = blocks human MBD2 binding to methylated DNA; 0.31% of 370,000 active; inhibition, % at 4.4 µM; TR-FRET, MBD2 binding to methylated oligonucleotide; AID 686964; in the data active = inhibition above about 13%
KLK7 zymogen act = activates the human kallikrein-7 zymogen; P49862; purified proKLK7, EDANS-DABCYL substrate fluorescence; 100% is mature enzyme control, 0% vehicle; activation, % at 7 µM; 0.9% of 370,000 active;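 active = activation above the mean of all tested compounds plus 3 SD, computed per campaign excluding outliers beyond control limits, cut at about 13% in these data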
Target sequence (P49862 whole entry, looked up): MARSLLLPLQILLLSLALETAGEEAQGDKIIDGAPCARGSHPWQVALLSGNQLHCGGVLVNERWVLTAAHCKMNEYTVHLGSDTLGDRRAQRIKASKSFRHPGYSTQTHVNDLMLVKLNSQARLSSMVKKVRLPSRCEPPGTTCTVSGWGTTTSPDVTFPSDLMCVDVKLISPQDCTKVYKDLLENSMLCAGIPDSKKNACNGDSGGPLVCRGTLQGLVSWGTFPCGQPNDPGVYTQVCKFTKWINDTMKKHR
SIAE primary = human SIAE inhibition, primary screen; Q9HAT2; SIAE FP-Rh probe binding, fluorescence polarization; inhibition, % at 9.66 µM; 0.69% of 370,000 active; AID 1053197;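 active = inhibition above a cutoff: mean of compounds within the control limits plus 3 SD of those, cut at about 17% in these data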;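 also: 0% = plate median of compound wells and 100% = probe without SIAE protein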
Tn7 DDE FP = inhibitors of Tn7 peptide binding to human fibrin DD(E). P02675. 0.13% of 370,000 active. FP displacement of FITC-Tn7 peptide from fibrin DD(E); 0% = median of compound wells per plate. inhibition, % at 8.3 µM;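 active = inhibition above the mean of compounds falling within the control limits plus 3 SD of them, cut at about 14% in these data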;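 also: 0% = plate median of compound wells and 100% = 10 µM Aha-Tn7 peptide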
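Assay system: human fibrin DD(E) protein / Input: 2 µM fibrin DD(E) / Benchmarks: high control of 10 µM Aha-Tn7 peptide / Measured by: fluorescence polarization of the labelled Tn7 tracer / Medium: Tris buffer with calcium and detergent, pH 7.8 / Timing: 10 min compound pre-incubation, 3 h probe incubation at room temperature / Repeats: one replicate per compound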
TCR-CD3 inh = blocks the human TCR-CD3 interaction; 0.37% of 360,000 active; inhibition, % at 9.4 µM; AID 651800; TAMRA-labeled TCR probe fluorescence, biochemical; in the data active = inhibition above about 19%;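 also: recombinant mutant TCR 2C K166C tagged with TAMRA read by polarization; 0% = receptor in buffer alone and 100% = receptor with positive control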
Tn6 DDE FP = disrupts Tn6 cyclic peptide binding to fibrin D-Dimer-E complex; P02675; Fibrin DD(E) TRITC-Tn6 fluorescence polarization displacement; inhibition, % at 8.3 µM; 0.21% of 370,000 active; AID 720509;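 active = inhibition above a per-campaign cutoff: mean of compounds within control limits plus 3 SD, cut at about 15% in these data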;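 also: 0% = median of all compound wells on the plate and 100% = blocking peptide control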
UHRF1 MBD2 ctr = UHRF1 methyl-DNA binding inhibition. Q96T88. UHRF1 binding to methylated oligo, TR-FRET. inhibition, % at 4.4 µM. 0.75% of 370,000 active; in the data active = inhibition above about 21%;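 also: UHRF1 SRA domain binding a hemimethylated CpG hairpin DNA probe; 0% = median of test compound wells and 100% = reference inhibitor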
TDP2 absorb = blocks human TDP2 phosphodiesterase activity. recombinant TDP2, T5PNP hydrolysis, p-nitrophenol absorbance 415 nm. inhibition, % at 12.8 µM. 0.34% of 370,000 active. AID 720702;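 active = inhibition above the mean of all tested compounds plus 3 SD, set per campaign, cut at about 25% in these data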;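 also: 0% = DMSO with enzyme and 100% = buffer with substrate but no TDP2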
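Assay system: recombinant human TDP2 / Reagent: T5PNP substrate at 5 mM, a TopII-DNA adduct mimic / Measured by: epi absorbance from released p-nitrophenol / Evaluation: % inhibition relative to enzyme-containing and enzyme-free wells / Control set: enzyme-free and DMSO wells / Replicates: each compound tested once, singlicate / Schedule: enzyme reaction with compound for 2 h at 37 °C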
Active calls of the source: *.

Fields: LEDGF integ inh	PRMT1 FP inh	MBD2 DNA inh	KLK7 zymogen act	SIAE primary	Tn7 DDE FP	TCR-CD3 inh	Tn6 DDE FP	UHRF1 MBD2 ctr	TDP2 absorb
CC1=C(C(=O)N2CCOCC2)CC(CC(=O)NCc2cccs2)C(=O)N1Cc1ccc(F)cc1 (stereo not drawn)
→ -6	-1	0	-0.2	0	-1	-3	0	-2	5
COC(=O)c1sc(N2C(=O)C(O)=C(C(=O)c3ccc(C)o3)C2c2cccs2)nc1C (stereo not drawn)
→ 3	15	3	-0.6	-8	2	-16	3	5	-6
COc1ccc(/C=N/NC(=O)C(O)(c2ccccc2)c2ccccc2)cc1OC
→ -2	0	2	0.4	-2	3	-1	-6	4	1
CC(=O)Nc1cccc(NC(=O)C(=O)NCC(c2ccco2)N2CCc3ccccc32)c1 (stereo not drawn)
→ -4	-1	-2	0.4	5	0	13	-7	-1	-4
FC(F)(F)c1ccc(Cl)c(NC(=S)N/N=C/c2ccccc2C(F)(F)F)c1
→ -1	-2	-3	-0.5	4	4	9	-3	2	-1
CN1CCN(CCC(=O)N/N=C/c2cc([N+](=O)[O-])ccc2OC(F)F)CC1
→ -7	0	-3	-0.5	-4	0	2	-19	3	-5
O=S1(=O)N[C@@H](CC2=CCCCC2)C2CCCCC2O1 (stereo partly drawn)
→ 1	2	-2	0.4	-1	9	-1	10	2	-9
COc1ccc(CCN=C2SCC(=O)N2C)cc1OC
→ -1	0	-6	0.8	2	-6	2	2	3	-6
CCOC(=O)/C=C1\CC(C(=O)OCC)Oc2ccccc21 (stereo not drawn)
→ 0	-7	5	-0.1	2	-6	3	2	-1	-4
O=C(Nc1ccccc1)c1ccc[n+](Cc2ccc([N+](=O)[O-])cc2)c1
→ 4	-2	-1	0.6	8	-2	3	9	69*	1

Compounds from the list above that have four or more nitrogen atoms (2):
Fields: LEDGF integ inh	PRMT1 FP inh	MBD2 DNA inh	KLK7 zymogen act	SIAE primary	Tn7 DDE FP	TCR-CD3 inh	Tn6 DDE FP	UHRF1 MBD2 ctr	TDP2 absorb
CC(=O)Nc1cccc(NC(=O)C(=O)NCC(c2ccco2)N2CCc3ccccc32)c1 (stereo not drawn)
→ -4	-1	-2	0.4	5	0	13	-7	-1	-4
CN1CCN(CCC(=O)N/N=C/c2cc([N+](=O)[O-])ccc2OC(F)F)CC1
→ -7	0	-3	-0.5	-4	0	2	-19	3	-5

An excerpt from above, reduced to SIAE primary:
SMILES	SIAE primary
COC(=O)c1sc(N2C(=O)C(O)=C(C(=O)c3ccc(C)o3)C2c2cccs2)nc1C (stereo not drawn)	-8
COc1ccc(CCN=C2SCC(=O)N2C)cc1OC	2

Reprinted at random: 6 records from the list
Fields: LEDGF integ inh	PRMT1 FP inh	MBD2 DNA inh	KLK7 zymogen act	SIAE primary	Tn7 DDE FP	TCR-CD3 inh	Tn6 DDE FP	UHRF1 MBD2 ctr	TDP2 absorb
COc1ccc(CCN=C2SCC(=O)N2C)cc1OC
→ -1	0	-6	0.8	2	-6	2	2	3	-6
COc1ccc(/C=N/NC(=O)C(O)(c2ccccc2)c2ccccc2)cc1OC
→ -2	0	2	0.4	-2	3	-1	-6	4	1
O=C(Nc1ccccc1)c1ccc[n+](Cc2ccc([N+](=O)[O-])cc2)c1
→ 4	-2	-1	0.6	8	-2	3	9	69*	1
CN1CCN(CCC(=O)N/N=C/c2cc([N+](=O)[O-])ccc2OC(F)F)CC1
→ -7	0	-3	-0.5	-4	0	2	-19	3	-5
O=S1(=O)N[C@@H](CC2=CCCCC2)C2CCCCC2O1 (stereo partly drawn)
→ 1	2	-2	0.4	-1	9	-1	10	2	-9
FC(F)(F)c1ccc(Cl)c(NC(=S)N/N=C/c2ccccc2C(F)(F)F)c1
→ -1	-2	-3	-0.5	4	4	9	-3	2	-1

Remaining list, next part
Fields: LEDGF integ inh	PRMT1 FP inh	MBD2 DNA inh	KLK7 zymogen act	SIAE primary	Tn7 DDE FP	TCR-CD3 inh	Tn6 DDE FP	UHRF1 MBD2 ctr	TDP2 absorb
COc1cccc(/C=N/NC(=O)c2nnn(-c3nonc3N)c2C(C)C)c1
→ 1	-2	-6	-0.3	-8	-6	3	-11	2	6
Cc1cc(C)cc(NC(=O)COc2coc(CN3CCN(c4ccccc4)CC3)cc2=O)c1
→ 5	1	-1	0.1	11	8	-4	0	-1	-6
CCCCN(C=O)c1c(CC)nc2c(OCC3CCCCC3)cccn12
→ 4	1	0	0.2	8	-4	2	-6	-3	-11
O=C(NNC1=NCCC1)c1cccc(S(=O)(=O)N2CCCC2)c1
→ 3	-2	-2	-0.2	3	3	3	-6	0	2
CC(=O)NC1=NN(C(C)=O)C(C)(c2ccccc2)S1 (stereo not drawn)
→ -1	0	-5	-0.1	4	-1	4	0	-2	9
CC(C)(CC(=O)O)CC(=O)Nc1ccc(Cl)c(Cl)c1
→ -2	-2	-1	0.4	-6	3	-2	2	3	13
COc1ccc(S(=O)(=O)NC2CCCCC2)cc1-n1cnnn1
→ -2	-2	-5	0.2	-1	-8	0	-3	3	-6
CC(C)CNC(=S)N1CCC(C(=O)c2ccc3c(c2)OCCO3)CC1
→ -2	-3	0	0.5	-7	7	-1	3	0	2
O=c1nc2n(c3c4c(sc13)CCC4)CCC2
→ 1	0	4	-0.1	4	4	3	-5	-2	-1
CC1(C(=O)Nc2ccccc2)Cc2c(-c3ccc4c(c3)OCO4)ccnc2O1 (stereo not drawn)
→ 4	0	2	0.3	-1	-6	3	10	-2	2
Cc1cc(C)nc(N2N=C(C(F)(F)F)CC2=O)n1
→ -1	1	-7	0.3	1	1	0	5	1	18
Cc1ccccc1NC(=O)c1ccc(Cl)c(NC(=O)c2ccncc2)c1
→ 0	2	0	0.1	0	2	2	8	3	-2
Cc1c(Cc2ccccc2)sc(NC(=O)c2ccco2)c1C(N)=O
→ 3	-5	-4	-213	-4	1	7	7	-3	-5
O=[N+]([O-])c1ccccc1CN1CCN(Cc2ccc3ccccc3c2)CC1
→ 0	4	-2	1.1	3	-5	-9	-5	-1	9
CCN(CC(=O)Nc1ccc(NC(C)=O)cc1)C(=O)CC1OC(=O)c2ccccc21 (stereo not drawn)
→ 3	-8	1	0.3	11	3	4	-2	0	-1
Cc1cc(=O)n2nc(N3CCCC(C(=O)NCCCN4CCc5ccccc5C4)C3)sc2n1 (stereo not drawn)
→ 1	2	-1	0.0	-4	-4	-6	3	1	2
CCOC(=O)C1=CN(Cc2ccco2)S(=O)(=O)NC1CC (stereo not drawn)
→ -2	7	-2	-0.4	2	-4	-13	7	-3	1
C=CCn1c(SCC(=O)N2CCN(c3ccc(F)cc3)CC2)nnc1-c1cccs1
→ -2	-2	-4	-0.2	-4	-6	7	0	0	3
CCN1CCC(=NNC(=O)CC23CC4CC(CC(C4)C2)C3)CC1
→ -3	3	1	0.4	2	5	8	2	-1	8
COc1cc(/C=C/C(=O)OC(C)C(=O)Nc2ccc(Cl)cn2)ccc1OC(F)F (stereo not drawn)
→ -1	-2	0	-0.6	-2	0	4	6	-3	-7
COc1cccc(NC(=O)Nc2nnc(N3CCCCC3C)s2)c1 (stereo not drawn)
→ 0	4	-5	0.3	6	-2	-3	-6	-1	6
COC(=O)c1ccccc1S(=O)(=O)N1CCC(C(=O)OCc2ccc([N+](=O)[O-])cc2)CC1
→ -1	3	1	-0.2	10	2	0	6	0	2
O=C(CN1CCN(c2ncccn2)CC1)N(Cc1ccccc1)c1ccc(F)cc1
→ 2	3	7	0.0	9	8	-5	5	0	8
CC(C)CCc1noc(CN(C)CC2CCN(Cc3ccccc3)CC2)n1
→ -4	2	5	0.1	2	-2	1	-6	0	0
Fc1ccc(-n2cc(-c3ccccc3)c3c(=S)nc[nH]c32)cc1
→ 1	2	1	0.3	5	0	2	4	-3	9
O=C(Nc1ccccn1)NC1CCCCC1
→ -3	-4	2	0.3	-4	-2	5	-1	-1	-2
Cc1cc(=O)oc2cc(OCC(=O)N3CCC(C(N)=O)CC3)ccc12
→ -1	2	6	0.1	-5	-6	-2	-10	1	3
N#Cc1cnn(-c2ccccc2)c1NC(=O)CN1CCN(c2ccccc2)CC1
→ -4	-5	0	0.3	5	9	3	4	0	5
COc1ccc(N2CC(C(=O)Nc3cccc(OC(C)C)c3)CC2=O)cc1 (stereo not drawn)
→ -5	2	2	0.1	-4	5	2	5	7	7
O=C(NCCCn1ccnc1)c1cccc(S(=O)(=O)N2CCCCCC2)c1
→ 2	-1	2	0.1	-5	-12	7	-3	1	6
Cc1ccc(N(C(=O)CCCC(=O)Nc2ccccn2)C(C(=O)NC2CCCC2)c2ccc(O)cc2)cc1C (stereo not drawn)
→ 12	-5	-3	0.2	5	-3	-5	4	-1	-8
CN1CCN(C(=O)c2cc(Cl)cc(Cl)c2)CC1
→ 3	19	9	-0.5	-10	1	1	-7	4	-17
Cc1cc(NC(=O)COn2nnc3ccccc32)no1
→ -3	-3	-6	0.1	0	3	-4	-4	2	-24
O=C(Nc1ccc(Cl)c(Cl)c1)N1N=CCC1c1ccccc1 (stereo not drawn)
→ 0	-1	4	0.1	-4	3	11	8	2	-4

Bioassay records: PubChem BioAssay, The Scripps Research Institute Molecular Screening Center
